HTRA1 inhibitor = HTRA1 (human) protease inhibition | recombinant HTRA1, FP-rhodamine activity-based probe, fluorescence polarization | inhibition, % at 5.96 µM | AID 504803 | actives 0.5% (n = 340,000) | Q92743; in the data active means inhibition above about 36%;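 further: 0% = enzyme with DMSO and 100% = wells lacking enzyme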
PRMT1 inh = blocks human protein arginine methyltransferase 1 | Q99873 | recombinant PRMT1, activity-based probe fluorescence polarization | actives 1.3% (n = 370,000) | inhibition, % at 2.79 µM;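 active means inhibition above about 21% made by adding two undisclosed values, limit read from the data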
PG9 Ab binder = small molecules binding HIV-1 gp120 antibody PG9; inhibition, % at 6.7 µM; actives 0.43% (n = 360,000); AID 624416; TR-FRET gp120-PG9 antibody binding; in the data active means inhibition above about 8.5%
NR1D1 modulator = Rev-erb alpha (human) modulation; actives 0.79% (n = 370,000); P20393; activity, % at 10 µM; AID 1259318; Rev-erbα–FITC-DNA binding, fluorescence polarization, 90 min;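 active means activity above about 14%, limit read from the data; passing the limit was not always enough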;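 further: 0% = DMSO wells with 35 nM protein and 100% = DMSO wells with 750 nM protein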
Target sequence (P20393 whole entry, looked up): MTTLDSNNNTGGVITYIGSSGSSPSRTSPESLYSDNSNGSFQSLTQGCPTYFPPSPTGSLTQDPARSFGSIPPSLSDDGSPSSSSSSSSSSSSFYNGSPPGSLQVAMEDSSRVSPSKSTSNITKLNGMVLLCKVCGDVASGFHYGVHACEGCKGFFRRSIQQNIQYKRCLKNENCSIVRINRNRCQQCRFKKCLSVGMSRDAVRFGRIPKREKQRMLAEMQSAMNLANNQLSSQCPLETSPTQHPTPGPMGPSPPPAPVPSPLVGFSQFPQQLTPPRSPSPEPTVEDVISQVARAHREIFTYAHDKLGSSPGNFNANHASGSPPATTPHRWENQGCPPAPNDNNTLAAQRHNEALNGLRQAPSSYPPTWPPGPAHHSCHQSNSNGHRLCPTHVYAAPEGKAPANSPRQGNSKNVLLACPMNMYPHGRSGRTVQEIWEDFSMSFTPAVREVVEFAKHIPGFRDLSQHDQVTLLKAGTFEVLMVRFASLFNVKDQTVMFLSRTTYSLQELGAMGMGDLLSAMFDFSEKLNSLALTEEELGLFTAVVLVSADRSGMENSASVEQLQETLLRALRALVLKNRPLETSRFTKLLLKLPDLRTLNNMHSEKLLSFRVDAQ
SIAE inh = blocks human sialic acid acetylesterase. Q9HAT2. inhibition, % at 9.66 µM. SIAE FP-Rh probe binding, fluorescence polarization. actives 0.69% (n = 370,000);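 active means inhibition above a cutoff: mean of compounds within the control limits plus 3 SD of those, cut at about 17% in these data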;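 further: 0% = plate median of compound wells and 100% = probe without SIAE protein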
rCAG RNA binder = r(CAG) repeat RNA binding; inhibition, % at 3 µM; TO-PRO-1 dye displacement fluorescence; AID 651821; actives 1.3% (n = 370,000);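 active means inhibition above the plate cutoff, the mean of all test compounds on that plate plus 3 SD, cut at about 35% in these data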;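 further: 0% = DMSO alone and 100% = 100 µM mitoxantrone as full dye displacement; higher means more dye released from RNA so lower well fluorescence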
mABHD4 FP = inhibitors of mouse ABHD4. Q8VD66. purified mABHD4, FP-Rh probe fluorescence polarization. inhibition, % at 8.92 µM. actives 0.54% (n = 370,000). AID 720543;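 active means inhibition exceeding the mean over every tested compound plus 3 SD, cut at about 30% in these data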;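 further: 0% = plate median of compound wells and 100% = S159A mutant with DMSO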
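Assay system: mouse ABHD4 enzyme, wild type / Also added: fluorescent activity-based probe FP-Rh / Doses: single nominal dose of 8.92 µM, 0.89% DMSO final / Timing: 45 min compound pre-incubation plus 60 min probe step, 25 °C / Signal: FP readout, ex 525 nm / em 598 nm / Control set: S159A mutant/DMSO as 100%, compound-well median as 0%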
LEDGF integ inh = blocks HIV-1 LEDGF/p75-dependent DNA integration; AID 743269; inhibition, % at 3.7 µM; actives 0.64% (n = 370,000); TR-FRET IN-LEDGF/p75 DNA integration, Eu/Cy5;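 active means inhibition above the screen-wide mean plus 3 SD, cut at about 13% in these data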;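 further: signal is the Cy5 over europium emission ratio at 671 and 618 nm; 0% = plate median of compound wells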
TCR-CD3 inh = human TCR-CD3 binding inhibition; TAMRA-labeled TCR probe fluorescence, biochemical; inhibition, % at 9.4 µM; actives 0.37% (n = 360,000); in the data active means inhibition above about 19%;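 further: recombinant mutant TCR 2C K166C tagged with TAMRA read by polarization; 0% = receptor in buffer alone and 100% = receptor with positive control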
TDP2 inh = TDP2 (human) inhibition, absorbance primary screen; actives 0.34% (n = 370,000); AID 720702; recombinant TDP2, T5PNP hydrolysis, p-nitrophenol absorbance 415 nm; inhibition, % at 12.8 µM;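 active means inhibition above the mean of all tested compounds plus 3 SD, set per campaign, cut at about 25% in these data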;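 further: 0% = DMSO with enzyme and 100% = buffer with substrate but no TDP2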
Target sequence (O95551 whole entry, looked up): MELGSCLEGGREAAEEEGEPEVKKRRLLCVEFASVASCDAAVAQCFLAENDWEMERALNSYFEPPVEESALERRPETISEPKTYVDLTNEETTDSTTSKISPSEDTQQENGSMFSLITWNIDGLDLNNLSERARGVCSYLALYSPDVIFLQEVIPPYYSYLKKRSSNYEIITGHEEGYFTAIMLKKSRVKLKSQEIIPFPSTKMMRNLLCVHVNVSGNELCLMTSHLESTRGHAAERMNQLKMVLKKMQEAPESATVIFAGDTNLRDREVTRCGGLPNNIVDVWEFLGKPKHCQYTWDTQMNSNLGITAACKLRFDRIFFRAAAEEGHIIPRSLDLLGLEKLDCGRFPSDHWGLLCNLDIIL
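Incubation: 2 h at 37 °C; Test system: recombinant human TDP2; Quantity: enzyme 120 nM; Read-out basis: percent inhibition; Medium: 50 mM Tris-HCl pH 7.5 with Mg2+, KCl, DTT, BSA; Repeats: single replicate; Compound: 12.8 µM single point, 1% DMSO; Signal: epi absorbance; Reagent: 5 mM T5PNP chromogenic substrate; Benchmarks: no-enzyme high, DMSO-plus-enzyme low.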
* = called active by the depositor; / = not tested or not shown.

SMILES	HTRA1 inhibitor	PRMT1 inh	PG9 Ab binder	NR1D1 modulator	SIAE inh	rCAG RNA binder	mABHD4 FP	LEDGF integ inh	TCR-CD3 inh	TDP2 inh
CC1CCc2[nH]c3ccc(C(=O)O)cc3c2C1 (stereo not given)	-4	-4	-1.8	-6	2	-5	-1	-1	-3	-16
O=C(CC1NCCNC1=O)NC1Cc2ccccc2C1 (stereo not given)	/	1	-1.6	6	1	4	-3	-7	1	-10
CCC(=O)Nc1ccc(C(=O)NNC(=O)c2ccccc2)cc1	-6	-3	0.0	1	5	0	3	-4	6	-6
CCCCCCOc1ccc(N2C(=O)CC(N(CCc3ccc(S(N)(=O)=O)cc3)C(C)=O)C2=O)cc1 (stereo not given)	-11	1	-2.5	-2	-5	10	-8	-3	0	-2
CCOC(=O)Cn1cnc2c(cnn2-c2ccc(OC)cc2)c1=O	6	-4	-1.5	-3	10	-6	3	-1	-2	-4
O=c1c2ccccc2c(-c2ccccc2)nn1-c1cc(Cl)cc(Cl)c1	/	-3	-0.3	31*	-3	1	0	4	-4	-9
COc1cc(NC(C)CCCNC(C)C)c2ncccc2c1OC (stereo not given)	6	2	-5.7	3	9	3	16	14*	2	16
N#CCOc1ccc(C2=NO[C@@H]3[C@@H]4C[C@@H]([C@H]5C(=O)N(c6ccc7c(c6)OCO7)C(=O)[C@@H]45)[C@H]23)cc1	-5	-1	-1.1	-3	-1	8	-5	3	3	11
O=C(CSc1ncc(C(F)(F)F)cc1Cl)N1CCNC1=O	6	-2	-0.8	-3	7	0	0	-1	-2	3
C=CCN(CC=C)c1nc2ccccc2nc1C(C#N)C(=O)OC(C)C (stereo not given)	5	0	-0.7	-4	1	-4	3	-1	8	-1
NC(=O)CCC(NS(=O)(=O)c1ccc(Cl)cc1)C(=O)NCc1ccc(Cl)cc1 (stereo not given)	0	2	-1.5	-2	3	-7	7	1	-5	5
S=C(Nc1cccc(Cl)c1)Nc1ccccc1Oc1ccccc1	-15	-1	-0.2	3	9	6	1	1	3	-3
COc1cc(NC(=O)c2cc(C)on2)c(OC)cc1Cl	/	2	/	-4	-3	/	7	-1	/	-6
CCOC(=O)/C(C#N)=C\c1ccc(N2CCN(C/C=C/c3ccccc3)CC2)cc1	-25	2	-0.6	2	-29	-4	3	-1	-4	7
CS(=O)(=O)N(CC(=O)NCc1ccco1)c1ccc(Cl)c(C(F)(F)F)c1	-3	2	1.5	0	-7	-4	2	0	-7	-1
COC(=O)C(C)Sc1nc2c(c(=O)n(C)c(=O)n2C)n1CCC(C)C (stereo not given)	-6	-1	-0.1	-2	1	-10	2	2	2	0
CCOc1ccccc1/C=N/NC(=O)Cc1csc(Nc2cccc(C(F)(F)F)c2)n1	-31	-3	0.7	-1	-34	14	-17	-4	11	-8
Cc1ccc(NC(=O)Cn2c(=O)oc3ccccc32)c(C)c1	-2	-1	-0.7	-8	-1	2	0	2	-9	2
CC(C)CCNC(=O)CCNS(=O)(=O)c1ccc(Cl)cc1	4	-3	-2.0	-3	7	-3	-9	0	7	7
COc1ccc(CCNC(=O)C2CCN(C(=O)c3ccc(C(C)(C)C)cc3)CC2)cc1OC	-1	-1	-1.6	2	8	-9	2	-3	5	11

Reformatted in CSV form: part of the list above
canonical_smiles,HTRA1 inhibitor,PRMT1 inh,PG9 Ab binder,NR1D1 modulator,SIAE inh,rCAG RNA binder,mABHD4 FP,LEDGF integ inh,TCR-CD3 inh,TDP2 inh
COC(=O)C(C)Sc1nc2c(c(=O)n(C)c(=O)n2C)n1CCC(C)C (stereo not given),-6,-1,-0.1,-2,1,-10,2,2,2,0
NC(=O)CCC(NS(=O)(=O)c1ccc(Cl)cc1)C(=O)NCc1ccc(Cl)cc1 (stereo not given),0,2,-1.5,-2,3,-7,7,1,-5,5
CCOC(=O)/C(C#N)=C\c1ccc(N2CCN(C/C=C/c3ccccc3)CC2)cc1,-25,2,-0.6,2,-29,-4,3,-1,-4,7
CCOc1ccccc1/C=N/NC(=O)Cc1csc(Nc2cccc(C(F)(F)F)c2)n1,-31,-3,0.7,-1,-34,14,-17,-4,11,-8

The list goes on.
SMILES	HTRA1 inhibitor	PRMT1 inh	PG9 Ab binder	NR1D1 modulator	SIAE inh	rCAG RNA binder	mABHD4 FP	LEDGF integ inh	TCR-CD3 inh	TDP2 inh
N#Cc1c(N)nc(SCC(=O)NCc2ccc3c(c2)OCO3)c(C#N)c1-c1cccs1	-3	2	50*	85*	0	5	3	-1	7	8
CCOC(=O)N1CCC(N2CCN(C3CCCC3)C(CCO)C2)CC1 (stereo not given)	10	0	2.0	1	-5	-3	-8	2	-2	-9
Nn1cc(-c2ccccc2)nc1SCC(=O)NCC1CCCO1 (stereo not given)	-6	-1	1.1	3	2	0	-1	2	6	-9
COc1ccnc2c1c(=O)n(Cc1c(F)cccc1Cl)c(=O)n2C	3	2	-0.4	0	-2	-2	2	0	-7	-4
O=C(O)c1ccc2cccc(O)c2n1	/	6	2.7	-2	-1	-2	-1	8	-12	6
Cc1ccc(S(=O)(=O)c2ccc([N+](=O)[O-])o2)cc1	2	76*	-1.1	1	3	1	-1	10	-6	1
COc1ccc(COC(=O)c2ccc(C)c(S(=O)(=O)N3CCOCC3)c2)cc1F	-10	5	2.0	-4	-1	-2	0	-4	5	7
COC(=O)c1nc(N)sc1-c1ccccc1	-2	-2	0.4	3	-10	0	4	3	-5	-14
COc1cccc(NC(=O)Nc2cnccn2)c1	-2	-1	-0.1	-1	-6	0	5	-3	1	12
CCOC(=O)CCC(NC(=O)CCCCCCCC(=O)NC(CCC(=O)OCC)C(=O)OCC)C(=O)OCC (stereo not given)	1	1	0.1	-2	1	-6	17	-6	0	-9
CCc1noc(C)c1C(=O)Nc1cc(Cl)ccc1N1CCOCC1	-7	-2	-2.8	7	8	-6	3	3	2	-9
C(=N\Nc1nc(-c2ccccc2)cs1)/c1cccnc1	-3	5	-4.1	1	4	8	14	-2	1	-7
Cc1ccnc(NC(=O)Cc2c(F)cccc2Cl)c1	0	-4	0.5	7	2	-2	0	-2	10	9
CC(C)(C)c1nc(SCC(=O)NNC(=O)c2ccccc2)c2ccccc2n1	-3	-2	0.2	4	-1	0	-6	-1	-1	0
Cn1nnc2c[n+](CC(=O)c3ccc(Cl)cc3)cc(Br)c21	/	16	2.0	0	-4	8	5	-2	-5	13
O=C(Nc1ccc(C(=O)N2CCCC2)cc1)c1cccc(C(F)(F)F)c1	-1	-4	-1.4	0	9	-5	5	3	-7	6
COc1cccc(-c2ncc3ccccc3c2CO)c1	-2	-2	-2.5	-5	1	-3	2	-2	0	3
Cc1ccc(C)c(N2CCN(C3C(=O)Nc4ccccc4-n4nnnc43)CC2)c1 (stereo not given)	/	4	-2.1	-3	0	9	-11	0	-7	1
COC(=O)c1ccccc1NC(=O)CN1CCN(c2ccccn2)CC1	-2	-2	-1.1	0	-4	-8	-7	6	4	-15
COc1cccc(-c2nnn(CC(C)=O)n2)c1	0	-2	-0.4	0	-5	-1	-1	0	7	0
CS(=O)(=O)N1CCN(c2ccc(NC(=O)c3ccc(Br)o3)cc2)CC1	-3	1	0.8	-1	-2	-4	-1	-1	1	-1
O=C(CCN1C(=O)/C(=C/c2ccccc2Cl)SC1=S)NC1CCS(=O)(=O)C1 (stereo not given)	2	4	1.2	1	-2	1	-3	5	1	-1
CC1CCCCC1NC(=O)Cn1c(=O)cnc2ccccc21 (stereo not given)	8	1	1.2	-3	2	1	-5	0	6	3
O=C(c1ccc2nc3ccccc3c(=O)n2c1)N1CCN(Cc2ccc3c(c2)OCO3)CC1	-5	1	2.7	-5	1	1	-11	-3	1	-7
CC(C)CN1C(=O)C[C@]2(C(=O)N(C)c3ccc(NC(=O)C(C)(C)C)cc32)C1c1ccccc1 (stereo not given in full)	/	0	/	-4	4	0	3	2	/	0
CC(=O)NCCCC(=O)NC(CCC(=O)OCc1ccccc1)C(=O)OCc1ccccc1 (stereo not given)	7	-4	0.8	-5	5	-7	-2	4	-1	-13
CC(C)(C)OC(=O)N1CCC[C@@H]1C(=O)N1CCC[C@H]1C(=O)NCc1ccccc1	/	3	-1.9	-3	0	1	1	1	8	-3
CN(C)CCCNCCCNC(=O)/C(=N\O)c1ccccn1	7	-4	-3.1	2	-6	-2	2	6	-3	2
COc1cc(-n2nc(C)c3c2OC(N)=C(C#N)C3c2ccccc2)c(Cl)c(Br)c1O (stereo not given)	27	2	-4.5	1	5	17	30*	6	-2	48*
CNc1cc(CS(=O)c2ccccc2)nc(-c2ccccc2)n1 (stereo not given)	-9	-2	-3.5	1	-2	2	-8	-2	3	1
Cc1ccc(-n2nnc(-c3cccnc3)n2)cc1	-3	-1	-1.7	-4	-8	1	1	3	7	2
CC(C)(C)c1cc(CCC(=O)NNC(=O)c2ccncc2)cc(C(C)(C)C)c1O	5	0	-0.5	-9	13	2	2	1	4	7
CCc1ccc(N2CC(C(=O)Nc3ccc(S(=O)(=O)Nc4nccs4)cc3)CC2=O)cc1 (stereo not given)	-4	8	-1.3	1	-4	50*	7	-1	-4	10
COc1ccccc1-n1c(SCC(=O)NC2CCCC2)nc2cccnc21	-2	0	-0.4	3	-2	-6	6	1	-5	4
Cc1ccc(OCC(=O)NCc2ccccn2)c(Br)c1	0	0	0.1	2	-2	-3	2	3	6	-5
CCOc1ccc(/C=N/NC(=O)C2(O)c3ccccc3-c3ccccc32)cc1	-6	0	-2.7	-3	8	1	-7	6	-4	-3
CCOCCc1c(O)nc(SCC(=O)N2CCOCC2)[nH]c1=O	3	-1	-2.9	-2	-7	-1	3	4	2	-1
Clc1ccc2nc(-c3ccccc3)c(CC3CCCCC3)n2c1	/	2	0.7	-8	-6	2	-2	-10	5	-4
CC1Cc2ccccc2N1C(=O)C1CCN(S(=O)(=O)Cc2ccccc2)CC1 (stereo not given)	3	-4	-0.8	-1	-10	4	5	0	4	-9
Cc1ccc(OCCN2CCN(C(=O)CCC(=O)Nc3nnc(C(C)C)s3)CC2)cc1	1	-2	1.5	-3	8	-7	-2	1	1	1
O=C(Nc1ccc(C(=O)O)cc1)/C(=C\c1ccco1)NC(=O)c1ccc(Br)cc1	-4	34*	-1.1	2	2	17	-6	14*	-2	16
O=C(c1nc2ccc(Cl)cn2c1CNCC[C@@H]1C[C@@H]2C=C[C@H]1C2)N1CCCCCCC1	-8	-2	0.7	7	-1	-8	14	1	1	12
Cc1cccc(N(C(=O)CCC(=O)Nc2cc(C)on2)C(C(=O)NC2CCCC2)c2ccncc2)c1 (stereo not given)	-2	7	0.0	8	2	-5	2	1	0	-11
O=C(NCc1ccc2c(c1)OCO2)c1ccc2snnc2c1	-6	-4	2.5	0	0	3	0	0	8	6
C/C(CC(=O)Nc1ccc(N(C)C)cc1)=N\NC(=O)c1ccc(F)cc1	2	-2	-6.8	5	9	6	4	1	-4	1
CC1=C(C(=O)N(C)C)CC(CC(=O)NC(c2ccccc2)c2ccccc2)C(=O)N1Cc1ccc(F)cc1 (stereo not given)	-1	6	-1.0	-3	9	2	-16	-3	-6	-7

Bioassay records (PubChem)

Not all compounds are listed; count on the stated rates, not on these rows.
